GLP1R ag = activates the human GLP-1 receptor; AID 624172; P43220; HEK293 GLP-1R CRE-luciferase, luminescence, 4-6 h; cells express a hypersensitive GLP-1R form; Potency, µM (titrated, usually from 45.6 µM), inactives show at the highest dose activation, actives largely listed as activators; 380,000 compounds, 0.007% hits; also: potency is read from the fitted curve at half-maximal effect; % of control where 0% means no effect
Target sequence (P43220 whole entry, looked up): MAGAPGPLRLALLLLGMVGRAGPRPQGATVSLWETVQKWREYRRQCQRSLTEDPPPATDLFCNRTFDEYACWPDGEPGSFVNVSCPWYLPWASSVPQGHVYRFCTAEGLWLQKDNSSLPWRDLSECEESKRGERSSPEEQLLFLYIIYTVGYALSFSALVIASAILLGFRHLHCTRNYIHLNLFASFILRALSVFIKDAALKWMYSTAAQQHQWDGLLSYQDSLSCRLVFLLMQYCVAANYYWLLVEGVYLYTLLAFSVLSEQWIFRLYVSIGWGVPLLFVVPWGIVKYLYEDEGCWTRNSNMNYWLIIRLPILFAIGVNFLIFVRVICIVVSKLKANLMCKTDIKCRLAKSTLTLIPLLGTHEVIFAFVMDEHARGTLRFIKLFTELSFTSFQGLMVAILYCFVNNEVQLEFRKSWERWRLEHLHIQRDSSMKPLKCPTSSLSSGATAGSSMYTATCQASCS
D3 antag = blocks the human D3 dopamine receptor; P35462; D3R cells, DiscoveRx beta-arrestin luminescence, antagonist mode; stronger effect = lower value; max response, negative = inhibition, %; 360,000 compounds, 2.5% hits; AID 652054; in the data active = max response below about -50%; inconclusive = no clear call, values can overlap the other calls; also: % is scaled to controls: 0 for no effect and ±100 for the full control effect; mostly tested at two doses, the higher about 12 µM
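Cells expressing the human receptor were seeded at 1500 cells/well, incubated overnight at 37 degrees C in 5% CO2, then exposed to library compounds with dopamine controls for 90 minutes at 37 degrees C before luminescent detection.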
GLP-1R inv ag = acts as inverse agonist at human GLP-1 receptor; P43220; HEK293 GLP-1R CRE-luciferase, luminescence, 24 h; GLP-1R form is constitutively active; Potency, µM (doses to about 38.3 µM), for inactives: at the top dose activity change, negative = inhibition, hits mostly inhibitors; 410,000 compounds, 1.6% hits; AID 624417; also: potency is read from the fitted curve at half-maximal effect; % is scaled to controls: 0 for no effect and ±100 for the full control effect; nearly all actives have a fitted effect of over 55% in size
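Luminescence readout: a drop in cAMP-driven luciferase signal flags inverse agonism at a constitutively active GLP-1R stably expressed in HEK293. Compound exposure lasted 24 hr at 37 deg C, 5% CO2.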
KB-V1 cytotox = KB-V1 MDR subline cytotoxicity. KB-V1 MDR cells viability, CellTiter-Glo, 72 h. Potency, µM (titrated, usually from 46.1 µM), inactives show at the top dose activity change, negative = cytotoxicity, usual class: cytotoxic. 400,000 compounds, 3.4% hits. AID 1347076; also: potency is read from the fitted curve at half-maximal effect; % is scaled to controls: 0 for no effect and ±100 for the full control effect; nearly all actives have a fitted effect of over 60% in size
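Potencies derive from concentration-effect curves fitted to normalized luminescence (CellTiter-Glo) of KB-V1 cells treated for 72 h at 37 degrees C in phenol-red-free DMEM containing 10% FBS.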
HEK293 tox = cytotoxicity counter-screen for GLP-1 receptor inverse agonists; HEK293 cAMP-luciferase reporter cells, luminescence, 24 h; Potency, µM (highest dose often 38.3 µM), for the others: top-dose activity change, negative = inhibition, actives largely listed as inhibitors; 410,000 compounds, 0.13% hits; AID 624418;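 also: loss of luciferase light is scored as toxicity; potency is read from the fitted curve at half-maximal effect; % is scaled to controls: 0 for no effect and ±100 for the full control effect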
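1536-well qHTS counterscreen of the MLSMR; 200 cells/uL, 12 h pre-incubation, 23 nL cpd, 24 h at 37 deg C 5% CO2, luciferase detection reagent, 12 min RT, luminescence. Inhibition = undesired.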
D3 ag = agonists of human D3 dopamine receptor. max activation, %. D3R DiscoveRx beta-arrestin cells, luminescence, 90 min. 410,000 compounds, 0.58% hits; in the data active = max activation above about 30%; also: 0% is about no effect; mostly tested at two doses, the higher about 12 µM
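Agonist mode: compounds and dopamine controls were applied to plated cells for 90 min at 37 degrees C after an overnight attachment at 1500 cells/well. Luminescent read-out followed 30 - 60 minutes at room temperature with DiscoveRx detection reagent.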
PTHR1 ag = activates the human parathyroid hormone receptor PTHR1. HEK293 GP2 PTHR1 cells, GloSensor cAMP luminescence, 1 h. 410,000 compounds, 0.075% hits. Potency, µM (titrated, usually from 115 µM), for inactives: at the highest dose activation, actives largely listed as activators; also: potency is read from the fitted curve at half-maximal effect; nearly all actives have a fitted effect of over 55% in size; some results filed as inactive show a strong effect at the top dose; inactives centre near -15; many of its hits are not listed in these tables
Target sequence (Q03431 whole entry, looked up): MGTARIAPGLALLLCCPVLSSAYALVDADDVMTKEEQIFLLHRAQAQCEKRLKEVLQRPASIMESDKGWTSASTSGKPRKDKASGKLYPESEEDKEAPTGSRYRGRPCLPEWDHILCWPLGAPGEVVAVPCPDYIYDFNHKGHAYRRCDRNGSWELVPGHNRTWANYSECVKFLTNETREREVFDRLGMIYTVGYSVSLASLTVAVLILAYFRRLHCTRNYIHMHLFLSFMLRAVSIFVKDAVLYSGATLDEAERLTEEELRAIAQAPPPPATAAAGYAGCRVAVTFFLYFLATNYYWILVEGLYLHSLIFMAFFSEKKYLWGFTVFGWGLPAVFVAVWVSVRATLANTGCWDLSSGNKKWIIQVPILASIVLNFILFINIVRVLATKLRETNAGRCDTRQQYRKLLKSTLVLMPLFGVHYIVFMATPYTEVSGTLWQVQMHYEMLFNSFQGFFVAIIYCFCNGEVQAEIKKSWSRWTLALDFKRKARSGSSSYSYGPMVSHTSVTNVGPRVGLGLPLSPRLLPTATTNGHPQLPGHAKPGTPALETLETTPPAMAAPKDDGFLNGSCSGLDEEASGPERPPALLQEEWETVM
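HEK-293-derived GP2 cells expressing PTHR1 and a GloSensor cAMP reporter, 3,000/well, plated overnight, given luciferin plus IBMX (each 0.5 mM as added) for 1 h at 37 °C, then compound for 1 h at 37 °C. Luminescence was read after 15 min at room temperature.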
aSyn yeast inh = inhibitors of alpha-synuclein toxicity in yeast. Potency, µM (titrated, usually from 46.1 µM), without a hit: at the highest dose growth rescue (activation), most hits filed as activators. 370,000 compounds, 0.14% hits. AID 652106. Yeast expressing alpha-synuclein, growth rescue, BacTiter-Glo, 24 h; also: potency is read from the fitted curve at half-maximal effect; % of control where 0% means no effect; nearly all actives have a fitted effect of over 65% in size
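Readout is rescue of growth in alpha-synuclein-expressing yeast, so inhibitors of toxicity appear as activators. Growth after 24 hr at 30 deg C in galactose medium is quantified by luminescence.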
TDP-43 yeast inh = TDP-43 toxicity inhibition in yeast. Potency, µM (top dose mostly 46.1 µM), without a hit: top-dose growth rescue (activation), hits mostly activators. 410,000 compounds, 1.8% hits. TDP-43 expressing yeast growth rescue, BacTiter-Glo, 24 h. AID 652104; also: potency is read from the fitted curve at half-maximal effect; % of control where 0% means no effect; nearly all actives have a fitted effect of over 50% in size
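Galactose-induced TDP-43 yeast, OD600=0.02, compound pinned; 24 hr, 30 deg C; BacTiter-Glo luminescence for growth. Inhibitors of TDP-43 toxicity read as activators.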
Starred values were filed as active, the others as inactive; i = inactive; ? = inconclusive; nt = not tested or not shown; [ ] = another dose, or the depositor's remark. Unless noted, calls follow the shape of the dose curve; as a rule, active = well fitted curve in the direction sought with a large enough effect; inconclusive = small, poorly fitted or top-dose-only effect, or another doubt; inactive = no such curve, though single readings can be large; an effect the other way counts as inactive or inconclusive. A portion of the library (hit frequency here may not be typical).

SMILES	GLP1R ag	D3 antag	GLP-1R inv ag	KB-V1 cytotox	HEK293 tox	D3 ag	PTHR1 ag	aSyn yeast inh	TDP-43 yeast inh
O=Cc1[nH]c2ccccc2c1N(C(=O)CCl)c1ccccc1	6%	5	?	-21%	0%	-3	-29%	3%	14%
CN(Cc1ccc(F)cc1)C(=O)c1cc(COc2ccc(F)cc2F)on1	7%	-9	?	11%	-10%	10	i	0%	?
COc1cc2c(cc1OC)C(C)N(C(=S)Nc1ccccc1)CC2 (stereo not given)	2%	21	14%	8%	-2%	-3	-4%	-1%	0%
Cc1cccn2c(=O)c3cc(C(=O)N4CCOCC4)n(C)c3nc12	-5%	3	16%	nt	11%	-1	-36%[inhibitor]	-4%	0%
CN(c1ccccc1)c1nc(N)c([N+](=O)[O-])c(Nc2cccc(F)c2)n1	18%	1	62%[activator]	2%	-10%	1	i	20%	13%
CC(=O)Nc1ccc(NC(=O)CN(C)S(=O)(=O)c2ccc3c(c2)CCCC(=O)N3)cc1	-4%	nt	5%	-3%	0%	8	i	1%	6%
Cc1ccc2[nH]c(C(=O)N/N=C/c3ccccc3O)c(C)c2c1	-1%	11	?	-26%	-8%	0	i	0%	9%
CN1C(=O)c2ccc(C(=O)Nc3nccs3)cc2C1=O	-2%	-12	1%	7%	1%	-2	i	-5%	13%
CCCCCC1CC(=O)NC1(C(=O)OCC)C(=O)OCC (stereo not given)	-2%	-10	-1%	4%	-3%	0	i	0%	12%
COCCNC(=S)N1CCC(C(=O)c2ccc3c(c2)OCCO3)CC1	16%	10	0%	-22%	-9%	15	-21%	1%	-13%[0.397 µM]
Cn1nnnc1SCC(=O)Nc1cc(C(C)(C)C)nn1-c1ccccc1	-3%	33	-27%	0%	-13%	-2	i	1%	17%
O=C(NC1CCSc2ccccc21)c1ccc(Cl)c(S(=O)(=O)N2CCOCC2)c1 (stereo not given)	0%	-28	?	?	9%	-4	-24%	0%	10%
Cc1ccc(C(=O)c2cn[nH]c2-c2ccccc2O)cc1	0%	2	-13%	1%	7%	1	-13%[57.5 µM]	11%	-14%
CC(C)NC(=O)NNC(=O)c1cc(COc2cc(Cl)cc(Cl)c2)on1	-1%	9	?	0%	-2%	1	-2%	-2%	17%
CC(Oc1ccccc1)C(=O)N=C1SC2CS(=O)(=O)CC2N1c1ccc(F)cc1 (stereo not given)	6%	2	-9%	-1%	-2%	8	i	0%	6%
COc1ccc(CN(C)C(=O)COc2cccc(-n3cnnn3)c2)cc1OC	25%	-2	51%[activator]	-17%	1%	2	-40%[inhibitor]	-5%	4%
Cc1c(C(N)=O)sc2ncn(CC(=O)NCCc3ccccc3)c(=O)c12	0%	15	3%[7.66 µM]	-6%	-2%[7.66 µM]	-1	i	-4%	9%
Cc1ccc(NC(=O)c2cccc(NC3=NC4CS(=O)(=O)CC4S3)c2)cc1 (stereo not given)	8%	2	-19%	2%	3%	5	i	-1%	8%
O=C(COC(=O)c1cc(-c2cccs2)nn1-c1ccccc1)Nc1cccc([N+](=O)[O-])c1	1%	3	?	20%	-7%	-6	-24%	-6%	-17%
COc1ccccc1C(=O)OCc1cc(=O)n2nc(C3CC3)sc2n1	nt	nt	15%	nt	4%	8	i	nt	28%
O=C(Nc1ccn(C2CCC(CO)O2)c(=O)n1)c1ccccc1 (stereo not given)	4%	5	20%	10%	-2%	7	-11%	2%	0%
CCOC(=O)CN(C(=O)c1snc(C(N)=O)c1N)C(C(=O)NC1CCCCC1)c1ccc(F)cc1 (stereo not given)	4%	-7	30%	0%	-23%	14	?	-6%	5%
CCNc1nc2cccnc2s1	-1%	14	6%	6%	-24%	0	i	3%	25%
O=C(Nc1ccccc1)C1CCCN1S(=O)(=O)c1cccs1 (stereo not given)	7%	16	8%	-9%	-3%	-8	-13%	-9%	6%

Whole records from above. Values in the order: GLP1R ag, D3 antag, GLP-1R inv ag, KB-V1 cytotox, HEK293 tox, D3 ag, PTHR1 ag, aSyn yeast inh, TDP-43 yeast inh
`Cc1ccc(NC(=O)c2cccc(NC3=NC4CS(=O)(=O)CC4S3)c2)cc1` (stereo not given) reads 8%, 2, -19%, 2%, 3%, 5, i, -1%, 8%
`O=C(Nc1ccccc1)C1CCCN1S(=O)(=O)c1cccs1` (stereo not given) reads 7%, 16, 8%, -9%, -3%, -8, -13%, -9%, 6%
`O=C(COC(=O)c1cc(-c2cccs2)nn1-c1ccccc1)Nc1cccc([N+](=O)[O-])c1` reads 1%, 3, ?, 20%, -7%, -6, -24%, -6%, -17%
`CC(=O)Nc1ccc(NC(=O)CN(C)S(=O)(=O)c2ccc3c(c2)CCCC(=O)N3)cc1` reads -4%, nt, 5%, -3%, 0%, 8, i, 1%, 6%

Carrying on:
SMILES	GLP1R ag	D3 antag	GLP-1R inv ag	KB-V1 cytotox	HEK293 tox	D3 ag	PTHR1 ag	aSyn yeast inh	TDP-43 yeast inh
C/C(=N\OCC(=O)Nc1ccc(F)c(F)c1F)c1cc2ccccc2o1	16%	20	?	3%	-5%	-1	i	-1%	4%
NC(=S)NN=C1c2ccccc2-c2cc(Br)ccc21	25%	?	?	?	?	-1	-30%	1%	?
CCOC(=O)c1ccc(Oc2nc(NC)nc(Nc3ccccc3)n2)cc1	22%	10	-7%	-32%	2%	23	-3%[57.5 µM]	3%	0%
COc1cc(S(=O)(=O)NC2CCCCC2C)ccc1-n1cnnn1 (stereo not given)	14%	0	-20%	?	3%	7	-9%	-6%	0%
O=C(NCc1nnc(SCc2ccc(C(F)(F)F)cc2)n1-c1ccccc1)C12CC3CC(CC(C3)C1)C2	-5%	0	?	16µM*	-21%	0	-14%	2%	23%
Cc1ccc(-c2c(C(=O)NCCc3ccccc3)oc(=O)c3ccccc23)cc1	nt	nt	?	nt	-9%	-13	-26%	-5%	?
C#CCN(C[C@H]1[C@H](OC(=O)NCc2ccco2)[C@H](OC(=O)NCc2ccco2)C[C@H]2C(=O)N(c3ccccc3)C(=O)[C@@H]12)S(=O)(=O)c1ccc(C)cc1	4%	12	15%	15%	-9%	3	-21%	0%	0%
O=C(c1cccc(F)c1)N1CCN(c2cccc(Cl)c2)CC1	2%	5	?	12µM*	?	1	-1%	10%	?
O=C(O)CC1S/C(=N/N=C/c2ccc(Br)cc2)N(c2ccccc2)C1=O (stereo not given)	-1%	11	31%[activator]	8%	3%	-1	-6%	0%	15%
Cc1c(C(=O)OCC(=O)c2c(N)n(CC(C)C)c(=O)n(C)c2=O)oc2ccccc12	24%	-11	?	?	-14%	-1	-17%	-1%	-6%
O=C(CCCc1ccccc1)Nc1cccc(C(=O)O)c1	-8%	14	2µM*	-1%	3%	3	-26%	5%	-9%
Cc1ccc2c(c1)N(CC(=O)OC(CC(C)C)C(=O)NC1CCCC1)C(=O)CO2 (stereo not given)	-6%	-4	-15%	3.7µM*	-6%	-5	i	1%	-19%
COc1cc(S(=O)(=O)NC2CCCCC2C)ccc1Cl (stereo not given)	26%	-23	?	-10%	8%	-18	i	7%	?
COc1ccc(OC)c(S(=O)(=O)NCc2cccnc2)c1	-10%	3	2%	-6%	-12%	1	i	1%	3%
CC(C)[C@H](N)c1nnc(SCc2ccc(Cl)cc2)o1	-5%	-13	0%	16µM*	-25%	2	-5%[57.5 µM]	1%	13%
CCOC(=O)c1ccc(CNS(=O)(=O)c2c(C)ccc3nsnc23)o1	19%	26	-28%	10%	11%	-11	-8%[57.5 µM]	1%	3%
Oc1csc(Cc2nc(-c3ccc(-c4ccccc4)cc3)cs2)n1	-9%	0	3%	2%	-13%	-4	i	6%	10%
COc1cc(-c2cc3n(C)c(C)c(CCC(=O)NC4CCC(C)CC4)c(=O)n3n2)cc(OC)c1OC (stereo not given)	nt	nt	-4%	nt	6%	7	i	nt	7%
Cc1ccc(NC(=O)C2CCN(c3cnccn3)CC2)cc1	2%	-4	12%	-1%	1%	-5	-5%	2%	7%
CCOc1ccc(OCC(=O)NCCS(=O)(=O)N2CCN(c3ccc(OC)cc3)CC2)cc1	nt	nt	-3%	nt	-11%	10	i	nt	?
COc1ccc(C(CCNCc2ccc(OC(C)C)cc2)c2ccccc2OC)cc1 (stereo not given)	-7%	15	?	23µM*	?	-10	-33%[inhibitor]	3%	20%
N=c1n(CCN2CCCCC2)c2ccccc2n1CC(O)c1ccc(Cl)c(Cl)c1 (stereo not given)	-13%	?	?	21µM*	?	-19	i	0%	-15%
CCN1C(=O)CS/C1=N\S(=O)(=O)c1ccccc1	6%	8	5%	17%	9%	1	i	5%	1%
CC(=O)OC(COc1ccccc1)Cn1cnc2ccccc21 (stereo not given)	-1%	0	5%	0%	3%	0	i	2%	-1%
CN(C)C(CNC(=O)CNC(=O)c1ccc(Br)cc1)c1ccccc1 (stereo not given)	2%	?	-21%	-25%	11%	-4	-2%	7%	0%
COc1cc(/C=C2/SC(=S)N(C)C2=O)ccc1OC(=O)c1ccco1	8%	-4	14%	21%	20%	-9	i	-7%	-12%
COC(=O)/C(=C\c1c[nH]c2ccccc12)NC(C)=O	-2%	14	16%	30%	-14%	5	i	-12%	0%
CC1=C(c2ccc(C(C)C)cc2)S(=O)(=O)N=C1N1CCC(C(=O)NCCc2ccco2)CC1	nt	nt	-19%	-3%	-3%	6	-24%	nt	24%
Cc1ccc(CNC(=O)CCCCCn2c(=O)c3sccc3n(CC(=O)Nc3c(C)cc(C)cc3C)c2=O)cc1	nt	nt	14%	0%	1%	-1	i	nt	14%
COc1cccc(NC(=O)CN(C)S(=O)(=O)c2ccc3c(c2)NC(=O)CS3)c1	0%	-18	-25%	13%	2%	5	-29%	-6%	-26%
COc1cc(/C=C2\SC(=O)NC2=O)ccc1Oc1cnccn1	-6%	7	15%	12%	4%	0	?	-2%	16%

From PubChem BioAssay
